ROMK primary: modulators of human ROMK potassium channel | P48048 | Tet-inducible ROMK, thallium flux fluorescence; actives lie on both sides | B-score at 10 µM | 130,000 compounds, 2% hits;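 active = signal ratio slope over the read window, or its plate-corrected B-score, at least 3 SD from the plate mean, either direction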;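 also: B-score of the F/F0 ratio slope over 7 to 12 s after thallium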
Target sequence (P48048 whole entry, looked up): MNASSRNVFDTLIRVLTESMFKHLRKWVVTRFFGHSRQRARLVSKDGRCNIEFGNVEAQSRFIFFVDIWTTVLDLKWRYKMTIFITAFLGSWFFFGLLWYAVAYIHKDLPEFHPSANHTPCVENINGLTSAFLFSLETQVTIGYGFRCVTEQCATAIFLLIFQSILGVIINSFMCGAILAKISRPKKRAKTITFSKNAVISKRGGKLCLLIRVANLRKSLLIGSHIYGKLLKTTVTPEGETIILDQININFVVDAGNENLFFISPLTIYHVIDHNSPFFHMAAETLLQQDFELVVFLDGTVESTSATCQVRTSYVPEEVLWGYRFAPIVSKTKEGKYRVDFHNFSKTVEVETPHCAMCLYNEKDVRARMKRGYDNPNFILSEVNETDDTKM
DTT redox prof: compounds producing H2O2 with reducing agent – biochemical, NIH compound library profiling, artefact control for MLSCN library redox annotation, primary screen. AID 878. DTT-dependent redox cycling H2O2, phenol red/HRP absorbance; 100% = 100 µM peroxide control, 0% = buffer. activation, % at 10 µM. 200,000 compounds, 0.03% hits;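 active = activation of at least 50% relative to the plate's high and low controls in the primary single-dose screen; inactive = activation below 50%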;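 also: compound incubated with DTT at 0.8 mM final as the reducing agent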
SRC2 TRFRET art: counter-screen for PPARgamma SRC-2 recruitment agonists: TR-FRET artefact. TR-FRET ratio at 8 µM. AID 1049. 200,000 compounds, 0.4% hits. stronger effect = higher value; in the data active = TR-FRET ratio above about 2000; also: inactives centre near 1500; reference of the scale not given here
PPARg SRC-2 ag: PPARgamma-driven SRC-2 recruitment agonism. P37231. PPARgamma LBD-SRC-2 recruitment, biochemical. activation, % at 8 µM. 200,000 compounds, 0.34% hits. AID 1032; in the data active = activation above about 22%;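 also: 0% = vehicle and 100% = reference agonist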
PPARg SRC-1 ag: PPARgamma-driven SRC-1 recruitment agonism; PPARgamma-SRC-1 coactivator recruitment biochemical assay; activation, % at 8 µM; 200,000 compounds, 0.41% hits; AID 631; in the data active = activation above about 19%;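 also: 0% = DMSO and 100% = reference agonist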
RAM inhibit: yeast RAM network inhibition; inhibition, % at 50 µM; 190,000 compounds, 1.8% hits; S. cerevisiae dse1pr::URA3 reporter, 5-FOA growth OD615, 2 d; analog-sensitive cbk1-as2 kinase mutant strain;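 active = inhibition above a set limit, 3 SD over mean compound inhibition, cut at about 8.4% in these data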;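 also: 0% = DMSO-only wells with no growth and 100% = 10 µM 1-NA-PP1 full growth; inhibition rescues growth on 5-FOA so higher OD means more RAM inhibition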
PPARg SRC-3 ag: promotes SRC-3 coactivator recruitment by human PPARgamma; biochemical PPARgamma/SRC-3 coactivator recruitment assay; activation, % at 8 µM; 200,000 compounds, 0.26% hits; AID 731; in the data active = activation above about 23%;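 also: 0% = DMSO and 100% = reference agonist; some compounds past the cut are filed as inactive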
bIAP inhibitor: blocks bovine intestinal alkaline phosphatase activity | inhibition, % at 20 µM | purified bovine IAP, CDP-star luminescence, 30 min | 190,000 tested, under 10 active | AID 1019;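 active = over 50% inhibition of intestinal alkaline phosphatase at 20 µM in the single-dose screen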
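System: Purified bovine intestinal alkaline phosphatase (IAP) enzyme | Input: IAP diluted 1/65,000,000 in the well | Also added: CDP-star chemiluminescent phosphatase substrate, 30 µM final | Dosing: 20 µM single dose | Times: Enzyme reaction for 30 min at room temperature | Detection: Luminescence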
S1P3 antag: blocks the human S1P3 receptor. Q99500. CHO S1P3 NFAT-BLA reporter, FRET fluorescence, antagonist mode. inhibition, % at 4.98 µM. 170,000 compounds, 0.27% hits;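 active = inhibition above the plate cutoff, the mean inhibition of test wells on that plate plus 3 SD, cut at about 28% in these data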;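 also: cells challenged with S1P at its EC80 of 0.8 µM; blue over green emission ratio from cleaved BLA substrate after 4 h stimulation; 0% = S1P-stimulated wells and 100% = unstimulated DMSO-only wells; some compounds past the cut are filed as inactive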
Target sequence (Q99500 whole entry, looked up): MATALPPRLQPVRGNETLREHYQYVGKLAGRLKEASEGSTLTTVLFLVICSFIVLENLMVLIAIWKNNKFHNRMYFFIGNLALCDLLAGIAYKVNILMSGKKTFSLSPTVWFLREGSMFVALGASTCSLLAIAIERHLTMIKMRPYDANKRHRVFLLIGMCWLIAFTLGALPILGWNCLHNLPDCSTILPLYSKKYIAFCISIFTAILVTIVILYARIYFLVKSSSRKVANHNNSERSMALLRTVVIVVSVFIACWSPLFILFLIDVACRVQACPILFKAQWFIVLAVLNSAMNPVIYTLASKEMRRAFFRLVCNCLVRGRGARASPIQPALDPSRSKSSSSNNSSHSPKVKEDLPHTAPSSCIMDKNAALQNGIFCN
Lmaj promast: Leishmania major promastigote growth inhibition. Leishmania major promastigotes, resazurin fluorescence viability. inhibition, % at 10 µM. 200,000 compounds, 9% hits; in the data active = inhibition above about 50%;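 also: promastigotes grown with compound for 44 hours at 28 °C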
HMGR II inh: inhibitors of class II HMG-CoA reductase from Enterococcus faecalis; purified E. faecalis HMGR, NADPH absorbance 340 nm kinetic; 190,000 compounds, 0.41% hits; inhibition, % at 10 µM; AID 1066;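 active = inhibition above a set limit, the median over all tested compounds plus 3 SD, cut at about 9.5% in these data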;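 also: enzyme runs in reverse so mevalonate oxidation gives rising NADPH absorbance; 0% = complete reaction with DMSO and 100% = background rate lacking mevalonate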
Active calls of the source: *; . = not tested or not shown; & = joins results of further samples. Rows are unselected. About 13% of those tested had a hit in this group.

SMILES	ROMK primary	DTT redox prof	SRC2 TRFRET art	PPARg SRC-2 ag	PPARg SRC-1 ag	RAM inhibit	PPARg SRC-3 ag	bIAP inhibitor	S1P3 antag	Lmaj promast	HMGR II inh
CSc1nc(Cl)cc(N(CCO)CCO)n1	.	1.1	1737	6.3	6.9	-0.3	13.7	-8.7	.	-5.5	4.3
CNC(=O)c1[nH]cnc1C(=O)Nc1cccc(OC)c1	0.491	0.8	1567	-1.1	-0.1	1.1	12.9	-39.2	0.6	2.1	-0.9
CC(C)[C@H](NC(=O)c1ccccc1)C(=O)OCC(=O)N1CCc2ccccc2C1	-0.921	0.3	1595	0.1	2.5	2.1	-7.2	-6.6	.	5.5	1.5
Fc1cccc(Cl)c1-c1nnc2ccc(C(F)(F)F)cn12	1.87	-0.5	1524	1.4	0.9	0.6	5.4	2.3	-18.2	-0.2	-3.4
Cc1cc(N/N=C/c2ccccc2)nc(NCc2ccccc2)n1	.	0.6	1531	5.3	8.0	0.5	0.7	41.9	13.1	87.7*	-4.6
Cc1ccc(NC(=O)Cc2nc(CCl)cs2)cc1	.	.	1616	3.8	4.8	2.5	3.8	8.4	-1.3	67.8*	0.1
O=S(=O)(/C=C/c1ccccc1)NCCc1ccccn1	-1.13	0.4	1407	1.5	-5.3	1.6	-0.7	3.5	-16.9	-4.8	-12.2
COc1cccc(CN(C)CC(=O)NC(=O)NCc2ccccc2)c1	.	0.0	1614	-1.0	3.4	-1.1	6.7	16.9	9.0	44.6	-8.7
CCNc1nc(NCC)n2c(SCC(=O)c3ccccc3Cl)nnc2n1	-0.444	0.1	1512	1.2	7.6	6.5	3.5	-5.1	-5.8	2.2	-3.1
CC(C)(C)NC(=O)CSc1nnc(-c2ccccn2)n1-c1ccccc1	.	-0.3	1425	-4.4	2.2	-0.3	-1.6	7.4	-12.3	20.9	2.8
CCOC(=O)/C(C#N)=C1/C=C(C)NC(c2ccccc2O)=N1	-2.09	-1.9	1738	12.7	7.4	6.8	23.3	6.7	-44.8	-3.7	-3.2
Cc1ccc(Cn2ncc3c(N4CCN(c5ccc(C)cc5)CC4)ncnc32)cc1	-1.74	-2.2	1526	-2.2	3.8	2.6	-11.4	7.2	.	-1.2	-3.1
COCC(C)n1c(SCC(=O)N(C)C2CCS(=O)(=O)C2)nc2ccccc2c1=O (centres undefined)	0.324	-0.2	1457	2.4	3.1	2.7	-2.6	-1.3	3.8	-3.5	-1.0
CCCCCCCCCCNC(=O)C(=O)Nc1ccccn1	-0.146	0.1	1505	-1.2	0.1	7.7	-3.8	11.0	.	-5.7	-3.9
COc1ccc(C(CC(=O)O)NC(=O)c2cc3cc(Br)ccc3oc2=O)cc1OC (centres undefined)	0.739	-0.7	1419	3.5	3.1	6.2	-0.7	9.0	-15.5	-5.4	0.9
O=C(O)CSc1nc2c(c(C(F)(F)F)n1)CCCC2	0.65	-0.5	1632	5.2	4.6	3.3	-1.8	-13.3	-10.1&-11.8	-8.9	-1.9
COc1ccc(-c2nnc(N(C)C(=O)C3CCCO3)s2)cc1 (centres undefined)	0.625	0.8	1455	3.5	6.6	0.9	-5.0	4.7	.	-0.9	-8.9
CS(=O)(=O)N(CC(=O)N1CCOCC1)c1ccc2c(c1)OCO2	.	1.4	1580	-2.6	-0.6	-1.3	-1.8	5.9	-16.9	0.6	-0.4
CCOc1cccc2sc(N(CCN(C)C)C(=O)c3ccc(Br)s3)nc12	-0.193	-0.1	1369	-4.8	-1.1	1.7	-2.0	10.2	-12.9	2.0	-7.6
Cc1ccccc1NC(=O)COC(=O)c1cccnc1	0.215	-1.3	1676	11.0	-2.6	0.5	7.3	-15.3	-11.7	-9.7	-2.7
CCOC(=O)c1cc2c(=O)n3ccccc3nc2n(Cc2ccco2)c1=NC(=O)c1ccccc1OCC	-0.769	0.3	1707	-4.3	4.7	0.1	2.2	3.2	-8.7	14.9	-1.6
CCOc1ccc(OCC(=O)Nc2ccc(OC)cc2[N+](=O)[O-])cc1	0.288	-3.2	1515	-3.6	-4.1	3.9	2.0	6.9	-21.6	-1.8	-5.9
CC(O)c1ccc(-n2cnnn2)cc1 (centres undefined)	-0.00167	-0.4	1422	-0.1	-4.1	0.1	-0.4	5.5	-21.6	-6.5	5.1
COc1ccc(-c2nc(SC(CC(=O)NCCN3CCOCC3)c3cccs3)n[nH]2)cc1 (centres undefined)	0.4	-0.1	1596	0.8	-2.2	0.0	1.1	4.9	4.5	-4.1	-0.7
COCCn1c(SCC(=O)Nc2cccc(C(=O)OC)c2)nc2ccccc2c1=O	.	-2.5	1568	9.2	5.8	8.8*	5.5	-0.7	2.9	2.3	-1.1
Cc1coc2c1c(C)cc1oc(=O)c(Cc3ccccc3)c(C)c12	.	5.5	1384	3.2	-1.0	2.6	0.8	13.5	.	4.6	-7.8
Cc1ccc(-n2nc(C(=O)N3CCOCC3)cc2-c2ccc(Cl)cc2)cc1	.	1.6	1497	-0.3	-1.5	0.8	-13.5	-0.5	.	31.4	-2.6
O=C(CCCOc1ccccc1)N1CCN(c2ccccc2)CC1	-0.445	0.1	1412	4.0	4.0	1.2	-0.4	-0.6	.	11.9	-6.5
CC(=O)NCC(=O)OCC(=O)c1ccccc1	0.184	0.3	1478	6.5	-2.9	-0.3	-3.4	0.2	.	-3.2	-3.0
O=C(CSc1cccs1)Nc1ccc2ccccc2c1	.	1.5	1524	-1.7	-10.8	0.3	-2.3	18.3	.	0.0	-5.2
CCN(CC(=O)NCc1ccc(F)cc1)c1ccc(S(C)(=O)=O)cc1[N+](=O)[O-]	0.00433	-0.4	1372	6.0	4.4	1.2	0.7	-0.7	-13.1	-4.6	3.2
Cc1nc(NNC(=O)c2ccccc2)cc(-c2ccccc2)n1	1.28	0.1	1352	-5.5	-3.3	0.0	-11.0	-31.0	.	-0.7	2.7
O=C(CSc1nnc(Cc2ccccc2)n1Cc1ccccc1)NCc1ccco1	.	0.7	1395	0.0	-3.0	-0.1	-5.3	-4.0	.	5.8	-0.2
O=C(Nc1cccnc1)c1ccc(COCC(F)(F)F)cc1	-0.123	0.5	1548	10.6	0.5	0.5	-12.1	22.5	-22.7	1.2	-2.3
COc1ccc(S(=O)(=O)Nc2ccc(O)c3ccccc23)cc1	.	3.1	1374	6.9	-2.8	1.2	1.9	30.0	-10.6	100.1*	-2.4
Cc1ccc(C)c(S(=O)(=O)NCc2ccc(C(=O)N3CCN(C)CC3)cc2)c1	.	-3.5	1579	5.8	-7.0	1.3	7.2	-1.5	-17.2	0.8	-3.4
Cc1ccc2c(c1)c(C)c(C)n2CC(O)Cn1nc(C)cc1C (centres undefined)	.	-0.7	1491	4.5	1.4	-0.4	0.7	18.8	.	0.1	-4.3
Cc1cc(C)cc(NC(=O)/C(C#N)=C/c2cn(CC(=O)NCc3ccco3)c3ccccc23)c1	.	0.9	1649	-1.7	2.2	3.9	3.8	14.2	-2.6	-1.5	-4.6
CCCCCCNC(=O)C(=O)NCCc1ccc(Cl)cc1	1.36	0.4	1408	2.2	12.9	4.0	2.3	14.4	-11.5	-8.0	46.9*
CN1C(=O)/C(=N/OC(=O)c2ccccc2)c2ccccc21	.	-1.7	1649	7.1	3.4	-0.8	13.5	-8.7	.	-6.1	-0.8
CCn1c(SCC(=O)Nc2sc3c(c2C#N)CCCC3)nnc1-c1ccncc1	.	3.0	1431	0.1	-6.1	10.7*	6.1	-11.4	.	4.9	-5.6
COc1ccc2[nH]cc(C(=O)CN3CCN(C4CCCCC4)CC3)c2c1	.	2.3	1443	-8.6	2.9	-0.5	-3.8	-3.8	-17.3	24.7	-2.4
COC(=O)c1sccc1NC(=S)N1CCN(C)CC1	-0.0216	-0.3	1413	-14.1	-3.6	0.0	-6.5	-2.3	-9.0	5.2	-9.4
O=C(CNC(=S)N(Cc1ccccc1)Cc1cccnc1)NCCN1CCOCC1	0.583	-0.1	1570	-2.3	-1.5	1.4	-0.2	-11.7	-13.5	-6.1	-3.3
CC1=CC(C)C(/C=N/n2cnnc2)C(C)C1 (centres undefined)	0.039	1.8	1344	-0.4	6.1	3.0	0.2	7.9	-7.6	-7.1	4.4
COC(=O)c1ccc(C)c(N(CCO)CCO)c1	.	-2.6	1722	3.2	6.2	0.6	0.6	4.1	-28.8	-3.1	1.3
COc1ccc(S(=O)(=O)NNC(=O)c2csc(-n3nc(C)cc3C(F)(F)F)n2)cc1OC	0.00325	-0.1	1509	5.8	1.3	0.8	-5.5	3.0	.	-1.4	-4.4
CCOc1ccc(NC(=S)Nc2cccnc2)cc1	0.585	-1.0	1646	0.5	-4.7	-0.4	-3.9	3.5	-16.9	13.1	-2.3
Cc1nn(CCC(=O)O)c2nc(-c3cccnc3)cc(C(F)(F)F)c12	.	-0.2	1508	3.4	2.0	0.8	-3.4	11.6	-26.9	8.8	-0.9
COc1cc(/C=C/C(=O)OCC(=O)NCCc2ccccc2)cc(OC)c1OC	0.417	-2.7	1788	13.1	4.0	0.5	3.5	11.8	-1.6	-1.7	-7.5
COc1ccc(O)c(CN2CCN(CCc3ccccc3)C(CCO)C2)c1 (centres undefined)	-0.996	0.8	1634	0.5	4.0	0.4	3.5	-3.9	-16.0	76.8*	0.4
CCOC(=O)c1ccc(S(=O)(=O)NCC(c2ccc(N(C)C)cc2)c2c[nH]c3ccccc23)cc1 (centres undefined)	-0.656	0.0	1526	6.5	-6.1	-0.1	-3.6	0.2	-19.1	0.6	-0.5
CCOc1ccccc1N1CC(O)=C(c2nc3ccccc3s2)C1=N	1.12	1.2	1619	6.2	2.7	1.5	-2.6	-19.0	16.5	17.0	-0.3
Cc1cc(C)n(Cc2ccc(Cl)nc2)n1	0.576	-0.6	1692	-4.0	2.6	2.1	2.2	-10.8	-18.2	-7.8	2.0
CC(=O)Nc1ccc(S(=O)(=O)n2cnc3ccccc32)cc1	0.334	-1.0	1523	9.5	4.3	1.9	6.5	13.4	.	-4.2	-4.9
CCCCOc1ccc(-c2cnc3ccccc3n2)cc1	-0.388	-0.2	1606	6.8	8.9	2.7	1.2	-3.4	0.1	-1.6	.
CC12CC(NC(=O)N1c1cccc(C(=O)N3CCN(c4ccccc4)CC3)c1)c1ccccc1O2 (centres undefined)	.	0.3	1525	-0.4	2.5	0.0	-1.2	-2.8	.	-5.2	1.7
O=C(c1cc(=O)[nH]c2ccccc12)N1CCc2ccccc2C1	0.482	0.0	1632	-0.1	9.2	-0.9	3.9	-5.0	10.9	-3.1	-2.3

Source: PubChem BioAssay (several laboratories)
